ZTA DNA inh = blocks Epstein-Barr virus ZTA, an EBNA-1 counter-screen; 320,000 tested, 0.15% active; inhibition, % at 11 µM; ZTA-DNA binding, fluorescence polarization; in the data active = inhibition above about 33%
Target sequence (P03206 whole entry, looked up): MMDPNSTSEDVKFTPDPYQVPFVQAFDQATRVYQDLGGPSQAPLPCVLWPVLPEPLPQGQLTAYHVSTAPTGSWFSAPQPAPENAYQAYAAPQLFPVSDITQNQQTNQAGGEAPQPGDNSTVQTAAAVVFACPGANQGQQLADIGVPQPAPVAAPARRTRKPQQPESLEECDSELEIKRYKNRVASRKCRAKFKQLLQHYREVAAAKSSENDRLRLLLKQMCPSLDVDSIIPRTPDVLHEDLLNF
PP1 inh = PP1-alpha phosphatase inhibitors, primary screen, counter-screen for PP5 inhibitor project, biochemical, fluorescence, OMFP substrate, single point; Serine/threonine-protein phosphatase PP1-alpha catalytic subunit (Homo sapiens), P62136; purified PP1alpha; inhibition, % at 6.7 µM; 320,000 tested, 0.9% active; AID 2235, 2010;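 active = inhibition above the mean inhibition of all tested compounds plus 3 SD, computed separately for each screening campaign, cut at about 15% in these data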
TPT1 inhibitor = Candida albicans TPT1 enzyme inhibitors, primary screen, biochemical, fluorescence polarization; recombinant caTPT1, FP RNA substrate dephosphorylation; tRNA 2'-phosphotransferase TPT1 (Candida albicans SC5314); AID 1962, 2009; 300,000 tested, 0.81% active; inhibition, % at 5 µM;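 active = inhibition above the mean of all tested compounds plus 3 SD, set per screening campaign, cut at about 24% in these data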;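 note: plate controls were DMSO alone for no effect and ferristatin control at 100 nM for full effect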
CTSL1 counter = Fasciola hepatica cathepsin L1 inhibitors, primary screen, counter-screen for PFM18AAP inhibitor project, biochemical, QFRET, fluorogenic peptide substrate; recombinant F. hepatica cathepsin L1, Z-Leu-Arg-MCA fluorescence; inhibition, % at 5.96 µM; 300,000 tested, 0.49% active; AID 1906, 2009;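 active = inhibition above the mean of all tested compounds plus 3 SD, set per screening campaign, cut at about 17% in these data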;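 note: 0% = plate median of test compound wells and 100% = 1 µM Z-Phe-Ala-diazomethylketone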
core dimer inh = inhibitors of HCV core protein dimerization, primary screen, biochemical, TR-FRET, high-throughput. TR-FRET GST/Flag-core106 dimerization, 1536-well. inhibition, % at 5 µM. 300,000 tested, 0.33% active. AID 1899, 2009;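 active = inhibition above the mean of all tested compounds plus 3 SD, set per screening campaign, cut at about 45% in these data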
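Assay system: GST-tagged and Flag-tagged HCV core protein residues 1-106 / Times: compound-protein-antibody incubation 4 h at 22.5 °C / Signal: time-resolved FRET, ex 340 nm, em 617 and 671 nm / Evaluation: % inhibition based on acceptor/donor emission ratio / Benchmarks: wells lacking GST-core106 and wells with excess unlabelled core106 / Repeats: singlicate, one well per compound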
Efflux pump inh = inhibitors of Candida efflux pumps in yeast, primary screen, S. cerevisiae, Nile Red, multiplex; S. cerevisiae Candida pump triplex; inhibition, % at 10 µM; AID 485275, 2010; 330,000 tested, 0.44% active;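 active = plate passing quality check with inhibition over a set limit, or well fluorescence over plate mean plus 4 SD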;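 note: Nile Red retained in pooled yeast measured as flow cytometry median fluorescence; 0% = buffer negative control and 100% = Enniatin B positive control; higher means more Nile Red kept so more efflux inhibition; some compounds called inactive have numbers as strong as hits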
PP5 primary = PP5 phosphatase inhibitors, primary screen, biochemical, fluorescence; Serine/threonine-protein phosphatase 5 (Homo sapiens), P53041; purified PP5c, OMFP substrate fluorescence; inhibition, % at 6.7 µM; 320,000 tested, 0.18% active; AID 1987, 2009;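 active = inhibition above the campaign's mean inhibition across all tested compounds plus 3 SD, cut at about 9.5% in these data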;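 note: 0% = DMSO only and 100% = 100 µM cantharidin control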
PREPL inh = PREPL enzyme inhibitors, primary screen, biochemical, fluorescence polarization. Prolyl endopeptidase-like (Homo sapiens), Q4J6C6. recombinant PREPL, fluorescence polarization activity-based probe. inhibition, % at 5.96 µM. 320,000 tested, 0.68% active; in the data active = inhibition above about 43%;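 note: 0% = enzyme with DMSO and 100% = wells lacking enzyme; many of its hits are not listed in these tables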
Target sequence (Q4J6C6 whole entry, looked up): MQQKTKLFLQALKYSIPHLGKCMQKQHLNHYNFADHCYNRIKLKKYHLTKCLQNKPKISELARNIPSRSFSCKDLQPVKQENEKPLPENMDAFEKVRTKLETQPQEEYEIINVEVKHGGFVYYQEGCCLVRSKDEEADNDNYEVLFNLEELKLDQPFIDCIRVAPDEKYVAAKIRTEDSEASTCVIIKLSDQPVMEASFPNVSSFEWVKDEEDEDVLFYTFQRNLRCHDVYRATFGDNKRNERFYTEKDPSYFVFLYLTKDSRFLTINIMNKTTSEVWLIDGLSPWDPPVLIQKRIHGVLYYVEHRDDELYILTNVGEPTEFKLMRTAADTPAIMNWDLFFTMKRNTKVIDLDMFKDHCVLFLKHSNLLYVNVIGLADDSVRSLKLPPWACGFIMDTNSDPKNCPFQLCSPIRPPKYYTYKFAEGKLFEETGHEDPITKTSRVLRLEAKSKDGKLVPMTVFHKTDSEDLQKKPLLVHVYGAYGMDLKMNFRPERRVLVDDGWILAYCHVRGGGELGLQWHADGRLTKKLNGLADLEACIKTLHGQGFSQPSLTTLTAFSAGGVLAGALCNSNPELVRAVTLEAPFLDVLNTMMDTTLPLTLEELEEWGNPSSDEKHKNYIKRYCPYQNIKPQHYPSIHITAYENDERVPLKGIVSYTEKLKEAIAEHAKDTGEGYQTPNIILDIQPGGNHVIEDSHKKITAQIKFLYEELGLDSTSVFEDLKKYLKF
EBNA-1 inh = EBNA-1 DNA-binding inhibitors, primary screen, biochemical, fluorescence polarization. 300,000 tested, 0.34% active. inhibition, % at 14.8 µM. AID 1950, 2009; in the data active = inhibition above about 28%
* marks the source's active call; other numbers are inactive results; · = not tested or not shown. Some of the compounds tested, so the mix of outcomes need not match the whole.

item	SMILES	PP5 primary	core dimer inh	EBNA-1 inh	TPT1 inhibitor	PP1 inh	CTSL1 counter	ZTA DNA inh	Efflux pump inh	PREPL inh
1	Cc1cc(C)cc(-n2c(C)cc(/C=N/NC(=O)c3cccc([N+](=O)[O-])c3C)c2C)c1	3.7	13.5	-18.2	-4.0	0.3	-2.9	-0.8	-0.1	2.3
2	CCCCCN1C=CC=C/C1=C\C=C(C#N)C#N	4.3	-9.9	-1.0	40.7*	-4.4	4.9	-1.6	0.4	14.4
3	CN1C(=O)C2ON(c3ccccc3)C(c3cccs3)C2C1=O (centres undefined)	0.3	-17.5	-7.4	-1.3	-3.3	0.2	-11.2	-0.2	-35.9
4	COc1ccc(-n2nc(C(=O)NCC(=O)NC3CCCC(C)C3C)c3ccccc3c2=O)c(OC)c1 (centres undefined)	0.9	4.4	-23.9	-3.0	-0.6	1.9	9.3	-0.2	-3.3
5	CCN1C(=O)c2ccccc2S(=O)c2ccc(C(=O)NC3CC3)cc21 (centres undefined)	-1.5	4.8	8.6	-3.4	-4.1	-2.2	9.7	0.0	-5.3
6	CCCNC(=O)NCc1ccc(N2CCCC2=O)cc1	1.4	-3.2	7.0	0.4	-1.6	-3.1	-10.7	-0.2	1.9
7	CCN(C1CCCCC1)S(=O)(=O)c1ccc(S(=O)(=O)N(CC(=O)Nc2ccccc2)C2CC2)cc1	8.8	6.4	8.1	2.5	-2.7	0.2	-10.4	0.6	7.3
8	O=C(CSc1ncc(-c2ccccc2)nn1)NCc1ccco1	1.0	2.6	5.5	-0.3	-3.0	-1.2	9.5	0.1	5.0
9	COc1ccc(C=NCCCN2CCOCC2)cc1	-2.1	4.0	-7.2	0.8	-8.5	-1.9	1.3	0.3	3.2
10	CCOCCCNCc1ccc(OC)cc1	1.6	-1.2	5.2	-2.6	6.2	2.0	-13.9	0.0	5.3
11	Cc1ccc(C)c(NC(=O)N2CCc3ccccc3C2)c1	1.2	-5.7	-1.3	-0.9	-1.3	-1.4	-6.3	0.0	5.2
12	COC(=O)CSc1nc2cc(OC)ccc2n1C	-2.2	0.3	11.3	-0.4	-2.4	-2.0	19.0	-0.1	-6.5
13	COc1ccc(S(=O)(=O)c2ccc(OC)c(OC)c2)cc1OC	4.0	-13.7	-9.7	-6.1	2.5	-3.0	-13.3	-0.1	6.9
14	COc1cc(C(=O)NCC(=O)n2nc(C)cc2C)cc(OC)c1OC	1.7	-1.2	-5.8	1.1	-2.1	-3.4	-3.3	0.1	-1.3
15	CCC1SC2=NCN(c3ccccc3)CN2C1=O (centres undefined)	2.1	7.3	-7.2	-2.5	-0.4	-0.6	4.8	0.0	8.5
16	COCCNc1ccc(S(=O)(=O)N2CCCC2)cn1	3.1	-3.7	-6.5	0.8	-2.1	-3.0	-2.5	-0.1	-2.0
17	COc1ccccc1NC(=O)Cn1c(O)c(N=NC(=O)c2ccccc2O)c2ccccc21	-3.9	1.6	-4.5	0.1	13.6	-1.6	1.3	0.0	-1.5
18	O=C(CCNS(=O)(=O)c1ccccc1)NCCCSc1ccccc1	0.9	-0.8	4.9	-2.3	-1.4	0.9	20.0	-0.3	1.0
19	Cn1ncc(N=Cc2ccccc2)c1C(N)=O	-3.2	0.8	5.9	0.9	-4.4	-1.7	4.0	0.1	0.1
20	CCOC(=O)C(C)Sc1nc(=O)n2ccccc2n1 (centres undefined)	0.6	-1.9	2.2	-2.4	-0.1	0.9	1.9	-0.2	-7.4
21	CCOc1ccccc1OCCOCCOc1ccccc1[N+](=O)[O-]	2.5	6.0	-4.1	3.9	-2.5	4.0	-0.6	0.0	-1.4
22	Nn1c(SCC(=O)Nc2ccc(F)cc2F)nnc1-c1cccnc1	-1.6	2.5	2.8	3.9	-3.6	0.1	-11.4	-0.4	7.1
23	Cc1nn(C)cc1/C=N/NC(=O)Cn1nccc1C	-0.8	-4.2	2.5	-2.1	-0.3	-2.5	-2.2	-0.2	1.7
24	Cn1ccnc1SCc1ccc(Cl)cc1Cl	-2.3	-0.3	-4.5	-8.1	0.3	-4.0	-1.9	0.7	6.6
25	O=C(NC1=NCCS1)c1ccc(Cl)c(S(=O)(=O)N2CCCC2)c1	-0.8	-1.2	16.6	-1.9	-1.1	0.5	23.1	0.1	5.4
26	CSCCC(NC(=O)c1ccccc1)C(=O)NCCCn1nc(C)cc1C (centres undefined)	1.6	·	·	·	0.3	·	-26.1	-0.1	13.2
27	CCOC(=O)c1c(C2COc3ccccc3O2)csc1NC(=O)c1ccco1 (centres undefined)	0.9	9.1	-6.9	0.1	-1.4	-12.6	2.2	0.2	19.8
28	CCCc1nc2c(nnn2Cc2ccccc2Cl)c(=O)[nH]1	0.9	0.1	5.5	-6.1	7.6	2.6	4.5	0.0	19.9
29	Cc1cc(-c2nc3ccccc3c(=O)o2)ccc1[N+](=O)[O-]	1.6	4.3	-26.6	-1.4	-2.8	7.0	-31.1	-0.1	5.3
30	CC(=O)N1c2ccc(S(=O)(=O)N3CCCC(C(=O)Nc4cccc(F)c4)C3)cc2CC1C (centres undefined)	-0.5	6.7	7.7	1.3	2.6	1.2	13.3	0.1	-16.6

2 entries picked at random from those above:
item	SMILES	PP5 primary	core dimer inh	EBNA-1 inh	TPT1 inhibitor	PP1 inh	CTSL1 counter	ZTA DNA inh	Efflux pump inh	PREPL inh
8	O=C(CSc1ncc(-c2ccccc2)nn1)NCc1ccco1	1.0	2.6	5.5	-0.3	-3.0	-1.2	9.5	0.1	5.0
28	CCCc1nc2c(nnn2Cc2ccccc2Cl)c(=O)[nH]1	0.9	0.1	5.5	-6.1	7.6	2.6	4.5	0.0	19.9

The listing continues:
item	SMILES	PP5 primary	core dimer inh	EBNA-1 inh	TPT1 inhibitor	PP1 inh	CTSL1 counter	ZTA DNA inh	Efflux pump inh	PREPL inh
31	O=C(CSc1nc2ccccc2o1)NC1CCCC1	1.6	2.5	-5.3	-1.8	-2.6	0.1	-7.1	0.1	-10.4
32	CCOc1ccccc1NC(=S)NC1CCCCC1	1.1	3.5	6.4	-2.0	-0.1	-0.2	18.2	0.2	5.8
33	CCN(CC)CCCNC(=O)Cn1cc2c(n1)CCC(C)C2 (centres undefined)	-1.5	-5.9	-4.9	-0.4	2.1	-2.5	5.5	-0.2	-6.3
34	COc1ccc(NC(=O)Cn2cnc3c(nnn3-c3ccc(C)cc3)c2=O)cc1	-1.9	11.7	13.2	10.9	-4.0	1.3	-4.0	-0.1	2.5
35	O=C(NCc1cccc(Br)c1)C1CC(c2cc(C(F)(F)F)cc(C(F)(F)F)c2)=NO1 (centres undefined)	2.1	-9.5	-8.0	0.6	-4.9	1.3	2.1	0.2	18.2
36	CCOc1ccc2nc(SCc3ccc(CC(=O)O)cc3)c(C#N)cc2c1	0.3	18.6	6.8	-11.1	-1.0	2.2	-1.7	0.0	4.4
37	COC(=O)/C=C1/N/C(=N\c2nc(C)cc(C)n2)N(c2cccc(C)c2)C1=O	-0.5	-3.1	2.6	-1.2	-0.8	-0.9	0.8	-0.3	-3.9
38	O=C(CSC1=NS(=O)(=O)c2ccccc2N1)Nc1ccc(F)cc1	-0.8	-0.4	0.5	2.4	-3.5	1.6	-5.4	0.0	-1.6
39	O=C(CN(C(=O)c1csnn1)c1ccc(F)c(Cl)c1)NCc1ccc(F)cc1	0.2	-3.4	-12.8	-2.4	3.2	0.9	-21.5	-0.1	10.1
40	CC(=O)n1cc([C@@H]2C=C(C(=O)NCc3ccccc3)O[C@H](OCCCCO)C2)c2ccccc21	4.8	15.4	2.0	4.4	0.6	-1.2	6.7	-0.1	7.9
41	CC(=O)Nc1cccc(NC(=O)CS(=O)(=O)c2cn(CC(=O)N(C(C)C)C(C)C)c3ccccc23)c1	3.0	4.8	1.7	1.3	-3.9	-1.3	10.0	0.2	-18.4
42	Cc1ccc(S(=O)(=O)NCc2ccc3[nH]c(C)cc3c2)cc1	3.3	23.0	12.2	-1.5	-1.8	0.6	2.4	-0.1	3.7
43	Cc1ccc(C(=O)Nc2ccccc2C(=O)Nc2ccccn2)cc1Cl	4.1	1.8	-3.9	-4.7	1.6	-1.5	-5.4	-0.1	-7.9
44	COC(=O)[C@@]12CCCCN1[C@H](c1ccc(-c3cccc(Cl)c3)c(OC)c1)[C@H]1C(=O)N(C)C(=O)[C@H]12	-0.3	6.6	9.3	3.7	-4.9	3.3	-2.1	0.1	1.4
45	Cc1ccc(Cl)c(OCCN2CCCC(C)C2)c1 (centres undefined)	-1.8	-3.1	-5.5	-3.4	-4.4	-3.1	1.2	-0.2	-6.5
46	O=C(Nc1nc2ccccc2s1)Nc1ccc(F)cc1F	2.2	-3.2	-14.8	1.2	4.0	1.8	-4.0	0.1	-16.1
47	CC(=O)NCCc1nc2cc(NC(=O)c3cccs3)ccc2n1C	-0.1	-1.6	-10.2	3.6	-1.3	0.7	-0.2	0.0	1.8
48	O=C(Nc1ccc(Br)cc1F)C1CC(=O)N(C2CCCCC2)C1 (centres undefined)	3.4	6.2	-18.4	1.9	-5.2	-3.7	7.0	0.5	15.4
49	CN(C(=O)COc1coc(CN2CCN(c3ccccc3)CC2)cc1=O)c1ccccc1	0.6	-9.2	-7.8	-2.2	-6.5	1.8	-10.5	-0.1	11.3
50	O=C(NC(C(=O)c1ccccc1)N1CCOCC1)c1ccccc1 (centres undefined)	1.5	-5.2	9.6	-2.5	-2.3	-2.4	-0.1	0.0	-3.1
51	Cc1cc(S(=O)(=O)Nc2nc(CN3CCOCC3)nc3sc4c(c23)CCCC4)ccc1F	4.5	11.2	3.9	9.0	0.0	10.8	-4.8	0.0	-1.2
52	CC(=O)C1=C(c2ccccc2)OC(N)=C(C#N)C1c1ccccc1F (centres undefined)	-0.1	9.1	8.9	3.6	-1.2	-19.0	4.7	0.1	-1.3
53	COc1ccc(/C=C(/NC(=O)c2ccc(OC)c(OC)c2)C(=O)NCCc2c[nH]c3ccccc23)cc1	2.4	-5.1	4.0	-4.1	0.8	1.4	-20.8	0.1	3.6
54	COc1cc(-c2csc(NC3CCCCC3)n2)cc(OC)c1OC	1.3	0.1	-0.2	3.3	2.6	-1.5	-9.5	-0.1	-8.3
55	Cc1ccccc1/C(N)=N/OC(=O)N1c2ccccc2Sc2ccccc21	3.3	-7.8	7.5	3.6	5.5	-0.4	11.8	0.1	3.8
56	Cc1ccc(-n2c3c(cc(C(=O)NCc4ccco4)c2=O)C(=O)CC(C)(C)C3)cc1	1.5	10.0	-5.1	-1.1	-0.8	-1.7	22.7	0.1	4.0
57	Cc1ccc(NC(=O)Nc2cccnc2)cc1NC(=O)Nc1cccnc1	4.0	23.3	20.8	0.7	9.7	2.6	2.3	-0.7	-0.5
58	Cc1cc(Cl)ccc1OC(C)C(=O)N1CCCN(C(=O)C(C)Oc2ccc(Cl)cc2C)CC1 (centres undefined)	2.3	6.7	-0.4	-2.6	1.0	1.3	1.1	0.1	-26.0
59	Cc1cc2ccccc2n1CCNC(=O)C(C)(C)C	-1.1	-11.1	-3.3	-2.1	-4.8	3.4	9.2	0.0	-2.4
60	CC(=O)c1nn(-c2ccc(C)cc2)cc1C(=O)c1cccc(Br)c1	0.2	4.3	2.2	-3.5	-4.5	-0.1	6.9	0.0	2.5

Compound activity from PubChem.
